# Screening data deposited in PubChem BioAssay by National Center for Advancing Translational Sciences (NCATS).
# KAT2A inh – blocks human GCN5L2 histone acetyltransferase. Potency, µM (highest dose often 58.9 µM), for inactives: at the top dose activity change, negative = inhibition, usual class: inhibitors. Q92830. 0.21% of 390,000 active. GCN5L2 HAT assay, ThioGlo1 CoA-SH fluorescence. AID 504327
#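 GCN5L2 (20nM final) in 50mM HEPES, 0.1mM EDTA pH 7.5, 0.01% Tween-20 was preincubated 15 min at room temperature with compound, then given ThioGlo1 (50uM), H3(1-25) peptide (75uM) and acetyl-CoA (70uM); CoA-thiol fluorescence (Ex340/Em540) was read at 0 and 20 min.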
# N370S GC mod – N370S glucocerebrosidase modulation, Gaucher chaperone candidate. N370S GC spleen homogenate, 4MU-glucoside fluorescence. Potency, µM (series often up to 59.4 µM), inactives show at the highest dose activity change, negative = inhibition, most hits filed as inhibitors. 0.092% of 330,000 active. AID 2101;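 further: 0% = full enzyme activity and -100% = no enzyme basal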
# FEN1 inh – inhibitors of human flap endonuclease 1. Recombinant FEN1 flap cleavage, fluorescence, 15 min. 0.35% of 390,000 active. AID 588795. P39748. Potency, µM (top dose mostly 114 µM), for inactives: at the highest dose activity change, negative = inhibition, hits mostly inhibitors; further: nearly all actives have a fitted effect of over 65% in size
# Target sequence (P39748 whole entry, looked up): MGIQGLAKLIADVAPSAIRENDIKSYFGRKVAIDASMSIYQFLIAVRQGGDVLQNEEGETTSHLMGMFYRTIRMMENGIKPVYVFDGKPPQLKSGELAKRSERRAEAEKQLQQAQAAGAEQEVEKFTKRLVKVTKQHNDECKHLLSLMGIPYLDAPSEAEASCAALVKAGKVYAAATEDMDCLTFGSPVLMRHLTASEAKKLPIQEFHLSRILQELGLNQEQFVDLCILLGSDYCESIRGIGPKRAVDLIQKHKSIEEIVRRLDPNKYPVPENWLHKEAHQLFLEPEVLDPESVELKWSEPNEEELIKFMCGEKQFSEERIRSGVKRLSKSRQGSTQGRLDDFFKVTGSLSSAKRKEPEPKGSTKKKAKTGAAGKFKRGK
#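 FEN1 at 10 nM preincubated with compounds 15 min at room temperature, then flap DNA substrate added at 50 nM final. Signal read at 0 and 15 min; concentration-response fitted with four-parameter Hill equation.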
# An asterisk follows results filed as active; ? = inconclusive; . = not tested or not shown; & = joins results of further samples; [ ] = dose if it differs, or a comment. The call rests on the fitted dose curve; in most records, active means well fitted curve in the direction sought with a large enough effect; inconclusive means small, poorly fitted or top-dose-only effect, or another doubt; inactive means no such curve, though single readings can be large; an effect the other way counts as inactive or inconclusive. Unless noted, on the % scale 0 is the no-effect control and ±100 the full control effect; potency means the concentration at half of the fitted maximal effect.
SMILES,KAT2A inh,N370S GC mod,FEN1 inh
Cc1ccc(C)c(N2CCN(C(=S)NC3CCCCC3)CC2)c1,-5%,3%,10%
CC(=O)NS(=O)(=O)c1ccc(N=c2ssc3c2-c2cc(C)c(C)cc2NC3(C)C)cc1,-8%,-9%,1%
CC(C)c1c(C(=O)N/N=C/c2cccnc2)nnn1-c1nonc1N,1%,-12%,-6%
Cc1nnc2sc(-c3ccc(N(C)C)cc3)nn2c1=O,-9%,-9%,6%
Cc1nn(C)c2nc(NNC(=O)Nc3cc(Cl)nc(Cl)c3)cc(C(C)C)c12,-4%,-12%,.
CCOc1ccc(Cl)cc1S(=O)(=O)N1CCN(c2ccc(F)cc2)CC1,-5%,-10%,-16%
COc1ccc(N(Cc2ccccc2)S(=O)(=O)c2cccc(C(=O)O)c2)cc1,0%,2%,17%
COc1ccc2[nH]c(=O)c(CN(C3CCCCC3)C(c3nnnn3Cc3ccco3)C(C)C)cc2c1 (stereo not drawn),-24%,-10%,-6%
O=C(CCS(=O)(=O)c1cccc2nsnc12)N1CC(=O)N(CCc2ccccc2)C(=O)C1,-9%,3%,-2%
CC(C)c1ccc(S(=O)(=O)c2nnn3c2nc(N2CCCCC2)c2sccc23)cc1,-19%,.,-12%

# The closing 4 records of the part above open the next one.
SMILES,KAT2A inh,N370S GC mod,FEN1 inh
COc1ccc(N(Cc2ccccc2)S(=O)(=O)c2cccc(C(=O)O)c2)cc1,0%,2%,17%
COc1ccc2[nH]c(=O)c(CN(C3CCCCC3)C(c3nnnn3Cc3ccco3)C(C)C)cc2c1 (stereo not drawn),-24%,-10%,-6%
O=C(CCS(=O)(=O)c1cccc2nsnc12)N1CC(=O)N(CCc2ccccc2)C(=O)C1,-9%,3%,-2%
CC(C)c1ccc(S(=O)(=O)c2nnn3c2nc(N2CCCCC2)c2sccc23)cc1,-19%,.,-12%
O=C(c1ccccc1Cc1ccccc1)N1CCN(S(=O)(=O)c2ccccc2Br)CC1,-5%,-2%,-16%
CCOc1ccc(N(CCC#N)S(=O)(=O)c2ccc(OC)cc2)cc1,-1%,3%,-18%
O=C(CNS(=O)(=O)c1ccc(Br)s1)N1CCC(N2CCCCC2)CC1,9%,5%,1%
CCOC(=O)N1CCC(NC(=O)c2cc(C(=O)NCc3cccc(Cl)c3)ccc2CO)CC1,-4%,-1%,1%
CCOc1ccccc1NC(=O)C(=O)NCCc1sc(-c2cccc(F)c2)nc1C,-4%,.,17%
O=C(COC(=O)CCCN1C(=O)c2ccccc2C1=O)Nc1ncc(Cl)cc1Cl,-1%,10%[2.35 µM],2%
CCOc1cc(/C=N/NC(=O)c2cccnc2)ccc1OCC(=O)N1CCOCC1,7%,-8%,-2%
N=C1CCC(=N)c2c1c(O)c1ccccc1c2O,?,5%,40µM*
O=C(NCc1ccc(Cl)cc1)C1CCN(c2nnc(N3CCCC3=O)s2)CC1,8%,5%,-5%
O=C(Nc1ccc(N2CCOCC2)cc1)Nc1cnsn1,-20%,2%,5%
COc1ccc(-c2c(C)oc3c(CN4CCN(CCO)CC4)c(O)ccc3c2=O)cc1OC,-13%,-4%,-6%
O=C(c1cc2cc(F)ccc2[nH]1)N1CCN(C(=O)c2ccco2)CC1,?,-2%,4%
Cc1oc(-c2cccs2)nc1CNC[C@H]1O[C@@H](n2cnc3c(N)ncnc32)[C@H](O)[C@@H]1O,1%,.,4%
CCOCCCNC(=S)NC1CC2CCC(C1)N2Cc1ccccc1 (stereo not drawn),-3%,0%,7%
Cc1ccc(NC(=O)COc2coc(CN3CCc4ccccc43)cc2=O)c(C)c1,-5%,0%,5%
CC(=O)N1c2ccc(S(=O)(=O)NCC3CCC(C(=O)NCc4ccccc4)CC3)cc2CC1C (stereo not drawn),-6%,1%,2%
O=C(/C=C/c1ccc(F)cc1)NC(=S)N1CCN(Cc2ccccc2)CC1,-7%,-17%,-3%
Cc1cc(C)cc(NC(=O)C(=O)NCC(c2cccnc2)N2CCc3ccccc32)c1 (stereo not drawn),-3%,.,4%
CCC(=O)N(Cc1ccco1)C1CC(=O)N(c2ccccc2)C1=O (stereo not drawn),0%,-16%,10%
O=C(c1ccc(Cl)c(F)c1F)N1CCOCC1,0%,-6%,-4%

# Part of the list above, with the structure last:
KAT2A inh,N370S GC mod,FEN1 inh,Compound
-13%,-4%,-6%,COc1ccc(-c2c(C)oc3c(CN4CCN(CCO)CC4)c(O)ccc3c2=O)cc1OC
-3%,0%,7%,CCOCCCNC(=S)NC1CC2CCC(C1)N2Cc1ccccc1 (stereo not drawn)
1%,.,4%,Cc1oc(-c2cccs2)nc1CNC[C@H]1O[C@@H](n2cnc3c(N)ncnc32)[C@H](O)[C@@H]1O
0%,-16%,10%,CCC(=O)N(Cc1ccco1)C1CC(=O)N(c2ccccc2)C1=O (stereo not drawn)
-3%,.,4%,Cc1cc(C)cc(NC(=O)C(=O)NCC(c2cccnc2)N2CCc3ccccc32)c1 (stereo not drawn)
?,-2%,4%,O=C(c1cc2cc(F)ccc2[nH]1)N1CCN(C(=O)c2ccco2)CC1

# (further entries)
SMILES,KAT2A inh,N370S GC mod,FEN1 inh
CCn1c(SCC(=O)Nc2nc(C)cs2)nnc1-c1ccoc1C,-4%,-2%[12.8 µM],5%
COc1ccc(CNC(=O)CN2N=C(c3ccccc3)CCC2=O)c(OC)c1,7%,.,0%
CCC/C(O)=N\S(=O)(=O)c1ccc(N=NN(C)C)cc1,-2%,-1%,2%
COc1ccc(NC(=O)Cn2c(=O)sc3ccccc32)c(OC)c1,-7%,6%,-2%
CC(CN1CCCCC1)OC(=O)c1ccco1 (stereo not drawn),1%,-18%,-2%
C[C@H](NC(=O)c1nc[nH]c1C(=O)NC1CCNCC1)C(=O)OC(C)(C)C,-22%,-10%,3%
CC1=CC(=O)OC1Cc1ccncc1 (stereo not drawn),0%,-5%,10%
O=C(Oc1ccc(C(=S)N2CCCCC2)cc1)c1ccccc1F,2%,12%,13%
Cc1ccc(S(=O)(=O)N(C)S(=O)(=O)c2ccc(C)cc2)cc1,-9%,7%,-4%
Cc1ccc(NC2=NC(=S)N(CC#N)C23CCCCC3)cc1,1%,3%,-18%
COc1ccc(/C=N/NC(=O)C(C)N(c2ccc(OC)cc2)S(C)(=O)=O)cc1 (stereo not drawn),-5%,-8%,-3%
COc1cccc(NC(=O)CSc2nc3ccccc3cc2Cc2ccccc2)c1,0%,?,-23%
COc1ccc(S(=O)(=O)N(C)CC(=O)NCc2cccnc2)cc1,4%,-1%,8%
CC(C)Cn1c(C(C)C)nc([N+](=O)[O-])c1S(=O)(=O)c1ccc(F)cc1,?,-22%,-2%
Cc1ccc(NC(=O)C2CCN(S(=O)(=O)c3ccc4c(c3)OCCO4)CC2)c(O)c1,-2%,-3%,-1%
O=C(C1CCCN(c2ncccn2)C1)N1CCc2ccccc21 (stereo not drawn),-3%,5%,-5%
COc1ccc(S(=O)(=O)N2CCC(C(=O)NC3(C)CCS(=O)(=O)C3)CC2)cc1OC (stereo not drawn),-20%,-1%,-1%
COc1cc(Cn2c(=O)sc3ccccc32)ccc1OC(C)C,-2%,.,-1%
Cc1ccc(O)c(C2=NNC(c3ccc(Cl)cc3)C2)c1 (stereo not drawn),-13%,4%,0%
COc1ccccc1OCC(=O)Nc1ccccc1C(=O)N1CCCC1,-1%,4%,2%
COc1ccccc1CN1CCNC(=O)C1=O,-6%,.,4%
Cc1ccc(NC(=O)c2sc3nc[nH]c(=O)c3c2C)c(C)c1,-10%,-11%,0%
Cc1[nH]c(N=Nc2ccccc2)nc1N=Nc1ccccc1,-11%,7%,-19%
CSc1nc2nccc(-c3ccc(-c4ccccc4)cc3)n2n1,-5%,.,?
CCC1=NN(C(=O)c2ccc(Br)cc2)C(O)(c2ccc(C)cc2)C1 (stereo not drawn),-1%,24%,-14%
Cc1nc2nc(NCc3ccc(Br)cc3)[nH]n2c(=O)c1Cc1ccccc1,-2%,.,-1%
Cc1cc(C)nc(/N=C(\N)Nc2ccc(SC(F)F)cc2)n1,-20%,-15%,-26%
N#Cc1ccsc1NC(=O)CSc1nnnn1-c1ccc(O)cc1,-16%,-8%,-23%
CN1CCN(c2ccccc2NC(=O)COc2ccccc2)CC1,-10%,2%,2%
COc1ccc(N2CCN(C(=S)Nc3cc(C)cc(C)c3)CC2)cc1,4%,-2%,2%
Cc1ccc(Cc2cnc(NC(=O)c3cccs3)s2)cc1,-9%,-10%,-20%
CCc1cc(=O)oc2cc(C)cc(OC(C)C(=O)NCc3cccnc3)c12 (stereo not drawn),-6%,-6%,-16%
CC(CN1CCCC1)OC(=O)c1ccccc1Cl (stereo not drawn),-4%,5%,2%
Nc1nc2n(n1)C(c1ccco1)CC(c1ccc(F)cc1)N2 (stereo not drawn),-3%,-2%,-8%
COc1ccc(C2=NO[C@@H]3C(=O)N(c4ccc(C)cc4C)C(=O)[C@H]23)cc1OC,1%,-5%,3%
O=C(CSc1nnc(Cn2cnc3ccccc32)o1)c1ccccc1,-15%,8%,3%
CC1(C)CC(=O)C=C(c2ccc(F)nc2)C1,3%,.,18%
COC(=O)c1ccc(NC(=O)COc2cccc3c2OC(C)(C)C3)cc1,1%,-8%,-12%
C[C@@H]1CCC[C@]2(C)CCCC[C@@]12O,22%,-7%,.
O=C(NNS(=O)(=O)c1ccc(Cl)cc1)c1cnn(-c2ccccc2)c1-n1cccc1,-8%,10%,2%
CC(OC(=O)CCN=C1NS(=O)(=O)c2ccccc21)C(=O)N(C)c1ccccc1 (stereo not drawn),-9%,-1%,-7%
O=C1CCC(c2ccc3c(c2)CCC3)=NN1,-1%,-1%,5%
FC(F)(F)c1cccc(NC(=S)NCC2COc3ccccc3O2)c1 (stereo not drawn),-3%,0%,?
Cc1ccsc1/C=C(\C(=O)c1ccc(OC(C)C)cc1)c1nc2ccccc2o1,1%,11%,-7%
CCCCn1nnnc1SCC(=O)c1ccccc1F,-1%,8%,-3%
O=C(Nc1ccc(F)cc1F)C1CCCN1S(=O)(=O)c1cccc2nsnc12 (stereo not drawn),-3%&-7%,-1%,2%&14%
O=C(Cn1cccc1C(=O)c1ccccc1)NCc1ccccc1Cl,-5%&3%,0%,19%&-2%
Cc1cccc(NC(=O)CSc2nc3n[nH]c(C)c3c(=N)n2-c2cccc(Cl)c2)c1,3%,.,-19%
Cc1ccc(S(=O)(=O)Nc2ccc(C(N)=O)cc2)cc1[N+](=O)[O-],?,-2%,1%
CC(=O)c1cccc(N=Nc2c(-c3ccccc3)[nH]n(-c3ccccc3)c2=O)c1,-5%,-1%,-11%
# Continued.
SMILES,KAT2A inh,N370S GC mod,FEN1 inh
CCN(CC)CCCn1c2c(c(SCC(=O)N3CCc4ccccc43)nc1=O)CCC2,1%,-21%,-8%
COCCNC(=S)NCCc1ccc(Cl)cc1Cl,-7%,13%,14%
CC(OC(=O)Cc1n[nH]c(=O)c2ccccc12)C(=O)Nc1ccc(F)cc1 (stereo not drawn),3%,-17%,-4%
CCSc1ccc2nnc(-c3cccs3)n2n1,4%,3%,-15%
Cc1cccc(OCCCCCn2ccnc2)c1C,-2%,-3%,-5%
Cc1cc(C)cc(N(CC(=O)O)S(=O)(=O)c2c(C)[nH]c(=O)[nH]c2=O)c1,-8%,-17%,6%
COc1cc(/C=C/C(=O)OCC(=O)N(C)Cc2ccccc2)cc(OC)c1OC,-3%,.,-15%
CCOC(=O)N/N=C/c1c(F)c(F)c(F)c(F)c1F,-8%,-2%,-2%
O=C(NCC(=O)N1CC=C(c2ccccc2)CC1)c1ccco1,-4%,-9%,-5%
CCOc1ccc(N2C(=O)Cc3ccccc3C2=O)cc1,-9%,-5%,-11%
COc1ccccc1NC(=O)c1ccc(C(=O)c2ccccc2)o1,-20%,21%,-27%
O=C(CSc1cccc2cccnc12)Nc1ccccc1F,-11%,-8%,11%
CC(=O)c1cccc(OCc2cc(C(=O)NCCC3=CCCCC3)no2)c1,1%,1%,21%
Cc1[nH]ncc1-c1nc2ccccc2[nH]1,-1%,-16%,-11%
N/C(=N\c1nc(CSc2nc3ccccc3s2)cc(=O)[nH]1)Nc1ccc(F)cc1,1%,1%,0%
CCOc1ccccc1-n1nnnc1SCC(=O)NCC1(N2CCOCC2)CCCCC1,-2%,.,-3%
CCn1c(C)nnc1SCC(=O)Nc1ccc2c(c1)OCCO2,-4%,0%,4%
CN(C)S(=O)(=O)c1cccc(NC(=O)COC(=O)/C=C/c2cccs2)c1,-4%,-2%,1%
CCOC(=O)CSc1nc2cc(OC)ccc2cc1C#N,?,5%,4%
COc1ccc(CNCC(O)(c2ccc(F)cc2)c2ccc(F)cc2)cc1,1%,-11%,-20%
COc1cc(NC(=O)COCc2cc(-c3ccc(F)cc3)on2)cc(OC)c1OC,-5%,.,11%
Cc1nn2c(=O)cc(COC(=O)c3ccc(NC(=O)COc4ccccc4F)cc3)nc2s1,19%,.,3%
Nc1ccc(C(CC(=O)O)n2cccc2)cc1 (stereo not drawn),-8%,-5%,12%
Cc1nnc(SCC(C)C)[nH]c1=O,1%,10%,-14%
CC(C)c1nc(SCC(=O)N2CCCCCC2)c2c(=O)n(C)c(=O)n(C)c2n1,1%,4%,12%
